High-throughput results from PubChem.
GALK inhibitor – galactokinase (human) inhibition. P51570. Purified GALK, Kinase-Glo residual ATP luminescence. Potency, µM (highest dose often 57.5 µM), inactives show at the top dose activity change, negative = inhibition, most hits filed as inhibitors. 270,000 compounds, 0.007% hits; further: potency means the concentration at half of the fitted maximal effect; on the % scale 0 is the no-effect control and ±100 the full control effect
Target sequence (P51570 whole entry, looked up): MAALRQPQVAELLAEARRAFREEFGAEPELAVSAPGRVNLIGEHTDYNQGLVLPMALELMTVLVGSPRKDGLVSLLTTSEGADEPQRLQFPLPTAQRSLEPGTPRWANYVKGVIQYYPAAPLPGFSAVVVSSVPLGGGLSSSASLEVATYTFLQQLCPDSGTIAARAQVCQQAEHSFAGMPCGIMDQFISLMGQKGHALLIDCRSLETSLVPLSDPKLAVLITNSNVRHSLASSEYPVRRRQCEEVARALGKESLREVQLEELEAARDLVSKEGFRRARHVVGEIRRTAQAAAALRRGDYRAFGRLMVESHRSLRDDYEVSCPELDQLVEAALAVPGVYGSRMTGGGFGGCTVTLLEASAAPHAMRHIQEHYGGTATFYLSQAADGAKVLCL
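Quantitative HTS: GALK 5 nM, ATP 35 uM, galactose 100 uM, 1 h room temperature, then luciferase-based ATP detection.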
Eya2 inh – inhibitors of human Eya2 phosphatase activity; Potency, µM (series often up to 76.9 µM), without a hit: at the highest dose activity, negative = inhibition, most hits filed as inhibitors; recombinant Eya2, OMFP fluorescence dephosphorylation (OMFP is methylfluorescein phosphate); 330,000 compounds, 0.006% hits; AID 488837; further: potency means the concentration at half of the fitted maximal effect; on the % scale 0 is the no-effect control and ±100 the full control effect
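Eya2 (0.2 uM) preincubated 10 min at ambient with compound, then OMFP substrate added at 50 uM; 10 min reaction in 50 mM HEPES pH 7.5, 50 mM NaCl, 5 uM MgCl2, 0.05% BSA, 1 mM DTT. Fluorescence read at Ex 485/Em 525 nm.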
S-ASM inh – inhibitors of human secretory acid sphingomyelinase. Potency, µM (highest dose often 57.5 µM), for the others: at the highest dose activity change, negative = inhibition, usual class: inhibitors. P17405. 340,000 compounds, 0.006% hits. AID 504937. placental ASM, HMU-PC fluorogenic substrate, 60 min; further: potency means the concentration at half of the fitted maximal effect
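HMU-PC0 cleavage (9 uM final) by human placental ASM, 60 min at 37 °C following 10 min compound exposure at RT; stopped at pH 10, fluorescence Ex 386/Em 447 nm.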
TSHR antagonist – human thyrotropin receptor antagonism; activity change, negative = inhibition, % at 11.5 µM; P16473; 330,000 compounds, 0.2% hits; TSHR-expressing cells, TSH-stimulated cAMP HTRF, 2 h; hits give low values; AID 504810;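 active means activity change below a set negative limit, meaning inhibition stronger than a set level, cut at about -70% in these data; inconclusive means activity change between two set negative limits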; further: on the % scale 0 is the no-effect control and ±100 the full control effect
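Freshly harvested TSHR cells receive pin-tooled compound, then EC80 TSH at 4nM final. After 2 hours at 37 deg C, antibody in lysis buffer and cAMP-d2 are added; 30 minutes at ambient temperature precede the HTRF read.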
KCNH2 WT inh – blocks the wildtype human KCNH2 potassium channel | 340,000 compounds, 0.37% hits | activity change, % at 1.84 µM | Q12809 | U2OS, BacMam KCNH2, thallium flux FluxOr; hits give low values;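 active means maximum activity change below -70%; inconclusive means maximum activity change between -70% and -50%; inactive means maximum activity change above -50%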; further: on the % scale 0 is the no-effect control and ±100 the full control effect
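U2OS cells transduced with wild-type KCNH2 virus are loaded with FluxOr dye for 45 min, and thallium flux is measured in kinetic reads before and after stimulation buffer. Rate constants are normalized to DMSO controls.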
Mito fusion yeast – blocks mitochondrial division or promotes mitochondrial fusion; Potency, µM (series often up to 46.1 µM), for inactives: top-dose growth rescue (activation), hits mostly activators; 320,000 compounds, 0.23% hits; S. cerevisiae fusion-defective mutant growth rescue, CellTiterGlo 48 h; AID 485298;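 further: potency means the concentration at half of the fitted maximal effect; % of control where 0% means no effect; nearly all actives have a fitted effect of over 45% in size; temperature-sensitive fusion mutants such as fzo1-1 at 37 °C on non-fermentable ethanol glycerol medium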
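Yeast fusion mutant, YPEG (non-fermentable carbon), compound, 48 h at 37C non-permissive; CellTiterGlo added, 10 min RT, luminescence read. Rescued growth = division inhibition.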
MBNL1 CUG block – blocks human MBNL1 binding to CUG repeat RNA | AID 2675 | TR-FRET MBNL1-His/biotin-(CUG)12 binding, 665/545 ratio | Potency, µM (doses to about 57.5 µM), for inactives: at the top dose activity change, negative = inhibition, usual class: inhibitors | Q9NR56 | 280,000 compounds, 0.036% hits; active means well fitted inhibition curve with a large enough effect in the signal ratio, with a control signal flat, not every such curve was filed as active; inconclusive means small, poorly fitted or top-dose-only effect, or effect the other way, or a change in a side signal; inactive means no such curve, though single readings can be large or run the other way; the % refers to the signal ratio; further: potency means the concentration at half of the fitted maximal effect; on the % scale 0 is the no-effect control and ±100 the full control effect
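TR-FRET readout: Ex 340 nm, 665/545 nm emission ratio, normalized to buffer-only (basal) and MBNL1-(CUG)12 controls. Complex of MBNL1-His with Biotin-(CUG)12, compounds 92 nM–58 uM, incubated 60 min at room temperature.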
PKM2 act – activators of human pyruvate kinase M2; P14618; purified PKM2, Kinase-Glo ATP luminescence, activation; response scale: 0% is enzyme alone, no compound; Potency, µM (highest dose often 57.5 µM), without a hit: at the top dose activation, usual class: activators; 260,000 compounds, 0.34% hits; AID 1631; further: potency means the concentration at half of the fitted maximal effect; on the % scale 0 is the no-effect control and ±100 the full control effect; nearly all actives have a fitted effect of over 55% in size
Target sequence (P14618 whole entry, looked up): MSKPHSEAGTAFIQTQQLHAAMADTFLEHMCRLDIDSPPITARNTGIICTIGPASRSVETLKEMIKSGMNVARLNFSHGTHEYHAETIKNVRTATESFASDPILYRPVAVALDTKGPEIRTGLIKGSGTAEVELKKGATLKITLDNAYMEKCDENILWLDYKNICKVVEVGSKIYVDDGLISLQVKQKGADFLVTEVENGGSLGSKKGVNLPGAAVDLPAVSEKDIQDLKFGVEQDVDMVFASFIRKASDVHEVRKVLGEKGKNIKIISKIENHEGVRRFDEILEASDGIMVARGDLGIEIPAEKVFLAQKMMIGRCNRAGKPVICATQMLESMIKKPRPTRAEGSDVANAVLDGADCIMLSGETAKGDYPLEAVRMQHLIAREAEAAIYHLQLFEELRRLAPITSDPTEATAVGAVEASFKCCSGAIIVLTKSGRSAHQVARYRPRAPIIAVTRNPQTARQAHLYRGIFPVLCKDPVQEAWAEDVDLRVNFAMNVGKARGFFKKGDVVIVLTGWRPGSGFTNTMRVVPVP
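Purified hPK-M2 (>95%) run at intermediate activity with 0.1 mM ADP and 0.5 mM PEP in 50 mM imidazole pH 7.2, KCl, MgCl2; 1 h room temperature. ATP formed read by Kinase-Glo luminescence; normalized to uninhibited and no-enzyme controls.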
BCR signal inh – blocks chronic active B-cell receptor signaling. ABC-DLBCL IkBa-CBG/CBR reporter, luminescence ratio, 4 h. Potency, µM (highest dose often 46.1 µM), for the others: top-dose ratio change, negative = lower green/red ratio, most hits filed as inhibitors. 340,000 compounds, 0.05% hits. AID 493014; active means well fitted inhibition curve with a large enough effect in the signal ratio, with a control signal flat, not every such curve was filed as active; inconclusive means small, poorly fitted or top-dose-only effect, or effect the other way, or a change in a side signal; the % refers to the signal ratio;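 further: potency means the concentration at half of the fitted maximal effect; plate controls were basal doxycycline-induced cells for no effect and cells given 10 µM MG132 for full effect; MG132 reads +100%, hits lower the ratio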
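Compounds up to 46 uM were incubated four hours with TMD8 cells whose green CBG68 luciferase is fused to IkappaBalpha; red CBR luminescence normalised the signal, and concentration-effect curves were fitted to fusion, red and ratio data.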
Menin MLL FP TR – inhibitors of human menin-MLL interaction, mutant MLL peptide | Menin + Texas Red MLL mutant peptide, fluorescence polarization | 270,000 compounds, 0.23% hits | AID 1768 | O00255 | Potency, µM (top dose mostly 61.6 µM), for inactives: at the top dose FP activity change, negative = inhibition, most hits filed as inhibitors; active means well fitted inhibition curve with a large enough effect in the polarisation, with a control signal flat, not every such curve was filed as active; inconclusive means small, poorly fitted or top-dose-only effect, or effect the other way, or a change in a side signal; inactive means no such curve, though single readings can be large or run the other way; the % refers to the polarisation; further: potency means the concentration at half of the fitted maximal effect; % of control where 0% means no effect; many of its hits are not listed in these tables
USP2a inh – blocks human ubiquitin-specific protease USP2a. USP2 core, Ub-CHOP2 coupled fluorogenic reporter, 485/531. Potency, µM (doses to about 38.3 µM), inactives show at the highest dose activity change, negative = inhibition, actives largely listed as inhibitors. 330,000 compounds, 0.01% hits;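 further: potency means the concentration at half of the fitted maximal effect; plate controls were DMSO wells for no effect and full inhibition by NEM control for full effect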
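Deubiquitinase activity read as fluorescence (485/531 nm) after Ub-CHOP2 cleavage activates the enterokinase reporter on its substrate; USP2 core 10nM, Ub-CHOP2 and substrate 25nM each, 30min compound preincubation then 60min RT; data normalized to NEM, curves fitted.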
* marks the source's active call; other numbers are inactive results; u = inconclusive; x = not tested or not shown; [ ] = dose if it differs, or a comment. Unless noted, the call rests on the fitted dose curve; in most records, active means well fitted curve in the direction sought with a large enough effect; inconclusive means small, poorly fitted or top-dose-only effect, or another doubt; inactive means no such curve, though single readings can be large; an effect the other way counts as inactive or inconclusive.

SMILES | GALK inhibitor | Eya2 inh | S-ASM inh | TSHR antagonist | KCNH2 WT inh | Mito fusion yeast | MBNL1 CUG block | PKM2 act | BCR signal inh | Menin MLL FP TR | USP2a inh
N#CCCN(C(=O)c1cc2c(s1)-c1ccccc1S(=O)(=O)C2)c1ccccc1 | 0% | 4% | 0% | 8 | 0 | 2% | 7% | x | -5% | x | -1%
COc1ccc2c(=O)c(N3C(=O)c4ccccc4C3=O)coc2c1 | 4% | -6% | 1% | -6 | 6 | 4% | 10% | 1% | -4% | 3% | -6%
O=C(COc1ccc(-n2cnnn2)cc1)Nc1ccc(Br)cc1F | x | -3% | -1% | x | -21 | x | x | x | 0% | x | 3%
Cc1ccc2nc(SCC(=O)Nc3nnc(SCC(N)=O)s3)[nH]c2c1 | 2% | -3% | -4% | -1 | 4 | -5% | 7% | 3% | -1% | 7% | 4%
CN(C)CCNC(=O)Cc1c(C(=O)O)n(C)c2ccccc12 | 2% | 8% | x | -13 | x | 1% | -8% | -1% | 1% | -13% | -1%
O=C(CSc1ccc2nnc(-c3cccc(F)c3)n2n1)N1CCCc2ccccc21 | -7% | 5% | 0% | -8 | -4 | 3% | 132%[activator] | -11% | 8% | -13% | u
CS(=O)(=O)c1ccc(C(=O)OCC(=O)N2CCCc3ccccc32)cc1 | x | -17% | -2% | -8 | -8 | 2% | x | x | -3% | x | 1%
Nc1ccc(C(=O)n2c3ccccc3c3ccccc32)cc1 | 0% | -7% | -1% | -3 | 8 | 4% | u | 12% | u | u | 4%
CCOC(=O)c1cc(C(=O)NN)c(=O)[nH]c1C | -1% | 5% | 5% | 1 | 9 | -1% | 6% | 3% | -2% | x | 5%
COc1ccc(N2C(=O)CCC(C(=O)N3CCN(c4ccccn4)CC3)C2c2ccc(F)cc2)cc1 (stereo not drawn) | -4% | -20% | 3% | 4 | -11 | 8% | -6% | 6% | 2% | 1% | 6%
CCCCC1=CC2=C(c3ccco3)C(=O)C(C)(OC(=O)c3ccc(OC)cc3)C(=O)C2=CN1CC(C)C (stereo not drawn) | -1% | 5% | -2% | 4 | 17 | 8% | 40%[activator] | u | 6% | -15%[11.7 µM] | -2%
COc1ccccc1CNC(=O)c1ccc(NS(C)(=O)=O)cc1 | 0% | -21% | 1% | 4 | -7 | 1% | -1% | -8% | 18% | -23% | 2%
COCC(C)NC(=O)CSc1nc2ccccc2n1CCc1ccccc1 (stereo not drawn) | 0% | -9% | 3% | 31 | x | 4% | -27% | -17% | 5% | -14% | 2%
C/C(=N/NC(=O)CNS(=O)(=O)c1ccccc1)c1ccc(Br)cc1 | 0% | 14% | -5% | -2 | 0 | 7% | -11% | x | 2% | u | 2%
O=S(=O)(/N=C(/Nc1ccc(F)cc1F)c1ccccc1)c1ccccc1 | 0% | -8% | 2% | 3 | -3 | 2% | x | -6% | 1% | -8% | 6%
CCCCN(CC)CCCNC(=O)c1cc2c(=O)[nH]c3ccccc3c2s1 | -2% | -8% | 6% | -7 | -2 | -6% | -6% | x | 1% | 0% | 0%
Cc1cc(S(=O)(=O)N2CCN(c3ncccn3)CC2)ccc1-n1cnnn1 | 5% | 9% | 2% | 2 | 0 | 3% | 3% | 0% | -1% | 5% | 1%
O=C(CNc1cccc2ccccc12)N/N=C/c1ccc(OC(=O)/C=C/c2ccco2)cc1 | -2% | -2% | -8% | -8 | -25 | -4% | -4% | -5% | -6% | u | 9%
Cc1cnc(=O)[nH]c1SCC(=O)c1ccc(F)cc1 | 6% | -3% | 7% | -2 | -1 | 11% | u | 0%[0.46 µM] | u | 3% | 2%
CCC(C)N(C(=O)CCC(=O)Nc1cc(C)on1)C(C(=O)NC(C)(C)C)c1ccccc1Cl (stereo not drawn) | -3% | -20% | -2% | -1 | -3 | 6% | 4% | 0% | 11% | -1% | 3%
CN(C)C(=O)CCc1nc2sc3c(c2c(=O)[nH]1)CCCC3 | 1% | 10% | 5% | -4 | -3 | -1% | 0% | 0% | -20% | 1% | 3%
CCCC(=O)Nc1cccc(NC(=O)c2ccc([N+](=O)[O-])cc2Cl)c1 | 2% | -4% | -10% | 43 | 6 | 10% | u | 7% | 6% | x | 1%
CC1CCN(Cc2nc(Cl)c3c4c(sc3n2)CCC4)CC1 | -1% | 0% | 2% | -7 | 36 | -2% | 51%[activator] | 1% | 1% | -25% | 0%
CCc1ccc(OCCn2ccnc2)cc1 | 9% | 0% | 1% | -1 | 5 | -14% | 1% | 0%[11.5 µM] | 2% | 1% | 2%
COc1cc(C(=O)NCC(=O)N/N=C/c2ccco2)cc(OC)c1OC | 6% | -6% | -2% | -2 | 5 | -8% | 14% | 1%[0.46 µM] | -2% | -9% | 4%
Other structures:
SMILES | GALK inhibitor | Eya2 inh | S-ASM inh | TSHR antagonist | KCNH2 WT inh | Mito fusion yeast | MBNL1 CUG block | PKM2 act | BCR signal inh | Menin MLL FP TR | USP2a inh
Cc1cc(C)c(S(=O)(=O)c2ccccc2F)c(=O)[nH]1 | -2% | -3% | 1% | 4 | 4 | -4% | -2% | x | 5% | -7% | 2%
NC(=O)COC(=O)CC12CC3CC(CC(Br)(C3)C1)C2 | 0% | 10% | 0% | -13 | 2 | -2% | 2% | -6% | 1% | -2% | 8%
COc1cccc(CN2CCN(Cc3[nH]c4ccccc4c3C)CC2CCO)c1 (stereo not drawn) | 1% | 1% | 0% | 8 | 33 | -11% | -5% | 3% | u | -1% | 0%
CC1CCN(C(=O)COC(=O)CCC(=O)c2ccc(Cl)cc2)CC1 | x | 3% | -1% | 22 | 2 | x | x | x | 1% | x | 2%
Cc1c(NS(=O)(=O)c2ccc(N=NN(C)C)cc2)c(=O)n(-c2ccccc2)n1C | x | -22% | 3% | 8 | -24 | 0% | 2% | 0% | u | 4% | 1%
CCN(C(=O)COC(=O)C1CCN(S(=O)(=O)c2c(Cl)cccc2Cl)CC1)C1CCCCC1 | -5% | 0% | -2% | -26 | 9 | 2% | 5% | -3% | 6% | x | 1%
COc1ccccc1N(C)S(=O)(=O)c1ccc(C(=O)Nc2cc(F)ccc2C)cc1 | x | -5% | -2% | -19 | -2 | x | x | x | -9% | x | -4%
Fc1ccc2cc(-c3cccnc3)ncc2c1 | x | 7% | 2% | -10 | -5 | x | x | x | u | x | 6%
O=C(/C=C/c1ccc(F)cc1)NC(=S)Nc1ccccc1O | 2% | 18% | -6% | -3 | -11 | -7% | -1% | x | u | 20% | 1%
CCSc1nc2ccccc2c(=O)n1CCc1ccc(OC)c(OC)c1 | 5% | -28% | -8% | -6 | 0 | u | -6% | -4% | u | x | -13%
CN(C)C(=O)c1ccccc1NC(=O)Cc1cccc2ccccc12 | 4% | 1% | 4% | 3 | 6 | -1% | 1% | 1% | 1% | -7% | -5%
CCCCNC(=O)CN1C(=O)NC2(CCOc3ccccc32)C1=O (stereo not drawn) | 1% | -24% | 2% | -1 | 2 | -2% | -3% | x | -8% | 14% | 3%
Cc1cc(/C(N)=N/OC(=O)Nc2ccccc2)no1 | 0% | 18% | -4% | -2 | -13 | -3% | x | -8% | -1% | x | 0%
COc1ccc(NC(=O)Nc2c(SC)nsc2SC)cc1 | -1% | u | -1% | 2 | 0 | -4% | 7% | x | 0% | 14% | 10%
Oc1[nH]c2c(Cl)cc(Cl)cc2c1N=NC(=S)NCC1CCCO1 (stereo not drawn) | 1% | 6% | -25% | 6 | -10 | u | 21% | -1% | u | 19% | -1%
Cc1cccc(CCNC(=O)C2CCC(CNc3c(N4CCCC4)c(=O)c3=O)CC2)c1 (stereo not drawn) | 2% | 15% | 2% | 9 | -11 | -1% | 2% | 0% | -11% | 0% | 0%
Cc1ccc(C)c(OCC(=O)OCC(=O)Nc2c(C)nn(-c3ccccc3)c2C)c1 | x | 27% | 0% | 16 | -1 | 0% | x | x | 2% | x | 1%
CN(C)Cc1c(C(=O)N/N=C/c2ccncc2)nnn1-c1nonc1N | 1% | 9% | -1% | 4 | 1 | -5% | 13% | x | u | -8% | 5%
Cc1nn(-c2ccccc2)c(Cl)c1C(=O)OCC(=O)N(C)c1c(N)n(Cc2ccccc2)c(=O)[nH]c1=O | x | -5% | 5% | 19 | 6 | -3% | x | x | -12% | x | -1%

This is a subset; the hit share may differ from the screen's.
